# KCNQ1 inh = inhibitors of human KCNQ1 potassium channel | P51787 | B-score at 10 µM | CHO-K1 KCNQ1, FluxOR thallium flux fluorescence; hits give high values | hit rate 1.3% among 310,000 | AID 2642;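 active means compounds whose thallium flux B-score, printed positive for inhibition, exceeds three library SD while starting fluorescence stays within three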;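 further: channel opened by potassium depolarization with thallium stimulus after 20 min compound exposure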
# PolyA inh = yeast polyadenylation inhibition; S. cerevisiae SKY197-pL101 polyadenylation reporter, beta-gal luminescence; efflux-impaired pdr1/pdr3 knockout yeast; score 100 = 6 SD above DMSO; calls only at 12 µM; hit rate 0.02% among 300,000; AID 1875;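 active means lowest replicate activity score at least 50, where 100 means six control SD above control mean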;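 further: yeast exposed to compound for 9 h at 30 °C; higher score means more reporter readthrough which indicates perturbed polyadenylation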
# KCNK3 inh = human KCNK3 channel inhibition, primary screen; O14649; hit rate 0.84% among 340,000; B-score at 10 µM; CHO-KCNK3 thallium flux, FluxOR fluorescence; hits give low values;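 active means B-score under library mean minus 4 SD, starting fluorescence ratio at most library mean plus 5 SD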;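 further: more negative B-score means stronger inhibition of thallium flux through KCNK3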
# KCNK9 block = human KCNK9 channel inhibition | Q9NPC2 | HEK293 KCNK9, FluxOR thallium flux fluorescence; hits give low values | B-score at 10 µM | hit rate 1.2% among 310,000 | AID 488922;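 active means ratio B-score over 3 SD below the library mean, with starting fluorescence within 5 SD of its mean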;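 further: negative B-score means less thallium flux so channel inhibition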
# DYRK1A inh = Dyrk1A (rat) kinase inhibition; hit rate 0.43% among 310,000; Q63470; AID 504441; inhibition, % at 12.5 µM; ADP-Glo luminescence, NFATc1 peptide; in the data active means inhibition above about 50%;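 further: plate controls were vehicle with enzyme for no effect and no enzyme for full effect; many of its hits are not listed in these tables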
# TRPC4 potent = allosteric potentiators of mouse TRPC4 channel; HEK293 TRPC4beta/mu-opioid, DAMGO EC20, Fluo-4 Ca2+ flux; hits give high values; hit rate 0.42% among 310,000; B-score at 10 µM; AID 2227; Q9QUQ5;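 active means B-score of calcium response area above 5 SD of library B-scores, with initial fluorescence ratio within 5 SD of library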;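 further: B-score of integrated fluorescence ratio over time as area under calcium response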
# TRPC4 inh = TRPC4 (mouse) channel inhibition. Q9QUQ5. HEK293 TRPC4beta/mu-opioid, DAMGO-evoked Fluo4 calcium flux; hits give low values. B-score at 10 µM. hit rate 0.39% among 300,000;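 active means B-score over 3 SD under the library average, no early fluorescence shift, positive overall ratio signal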
#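 Assay system – HEK293 line stably carrying TRPC4beta and mu-opioid receptor · Doses – single dose · Detection – Fluo4 calcium-dye fluorescence, kinetic read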
# hERG protect = hERG (human) protection from proarrhythmic block; activation (rescue from dofetilide block), less the hit threshold, % at 10 µM; AID 1511; CHO-hERG, FluxOR thallium flux, dofetilide IC70 present; hit rate 0.51% among 310,000;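 active means activation above the mean of controls blocked by dofetilide plus 5 SD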;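 further: thallium influx through hERG after potassium depolarization seen as dye fluorescence rise; in these data hits start at about 4.7%; inactives centre near -7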
# Target sequence (Q12809 whole entry, looked up): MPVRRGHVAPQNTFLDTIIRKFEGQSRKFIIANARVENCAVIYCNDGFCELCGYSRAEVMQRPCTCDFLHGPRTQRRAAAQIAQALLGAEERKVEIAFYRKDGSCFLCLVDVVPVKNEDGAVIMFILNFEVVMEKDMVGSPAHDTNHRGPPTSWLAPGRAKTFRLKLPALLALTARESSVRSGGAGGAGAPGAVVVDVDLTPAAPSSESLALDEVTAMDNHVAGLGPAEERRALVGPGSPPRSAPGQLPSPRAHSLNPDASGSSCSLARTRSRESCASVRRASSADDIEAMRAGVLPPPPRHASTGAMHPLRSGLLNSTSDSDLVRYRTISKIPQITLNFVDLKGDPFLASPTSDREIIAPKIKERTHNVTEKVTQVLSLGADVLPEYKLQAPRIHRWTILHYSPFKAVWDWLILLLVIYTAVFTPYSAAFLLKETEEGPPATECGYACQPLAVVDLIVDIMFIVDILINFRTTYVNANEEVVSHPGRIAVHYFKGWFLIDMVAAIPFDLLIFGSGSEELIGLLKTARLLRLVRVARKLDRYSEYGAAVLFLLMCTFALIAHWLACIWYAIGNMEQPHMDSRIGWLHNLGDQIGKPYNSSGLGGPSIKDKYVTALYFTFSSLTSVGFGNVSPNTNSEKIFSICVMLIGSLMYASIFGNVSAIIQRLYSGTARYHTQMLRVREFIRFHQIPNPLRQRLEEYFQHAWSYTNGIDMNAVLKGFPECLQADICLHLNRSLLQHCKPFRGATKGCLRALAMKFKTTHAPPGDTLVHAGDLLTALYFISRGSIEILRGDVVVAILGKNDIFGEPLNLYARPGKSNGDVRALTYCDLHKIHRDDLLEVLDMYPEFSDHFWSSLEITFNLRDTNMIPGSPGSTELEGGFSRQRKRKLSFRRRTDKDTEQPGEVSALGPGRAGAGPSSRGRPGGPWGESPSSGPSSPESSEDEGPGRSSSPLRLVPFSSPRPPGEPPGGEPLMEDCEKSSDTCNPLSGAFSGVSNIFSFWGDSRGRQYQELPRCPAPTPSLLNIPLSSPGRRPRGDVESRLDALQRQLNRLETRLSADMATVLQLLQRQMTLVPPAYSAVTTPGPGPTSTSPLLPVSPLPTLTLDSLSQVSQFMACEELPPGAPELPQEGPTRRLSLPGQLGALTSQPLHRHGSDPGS
# TRPC4 agonist = activators of mouse TRPC4 channel | HEK293 TRPC4beta/mu-opioid, Fluo4 calcium fluorescence; hits give high values | hit rate 0.49% among 310,000 | B-score at 10 µM | Q9QUQ5 | AID 2237;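 active means B-score above 5 SD of library B-scores, and initial fluorescence ratio not above library mean plus 5 SD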;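 further: positive B-score marks a calcium rise read as TRPC4 activation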
#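 Test system: HEK293 cells stably co-expressing mouse TRPC4beta and mu-opioid receptor | Schedule: Fluo4 dye loading 45 min at room temperature, 110 s recording | Measured by: Kinetic Fluo4 calcium fluorescence, 5 s baseline at 1 Hz | Evaluation: B score of integrated ratio | Controls: Buffer (low) and maximal DAMGO (high)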
# KCNQ1 act = potentiates or activates the human KCNQ1 potassium channel; CHO-K1 KCNQ1, thallium flux FluxOR fluorescence; hits give high values; B-score at 10 µM; hit rate 0.35% among 310,000; AID 2648;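 active means fluorescence ratio B-score, a plate-corrected score, at least three library SD, with initial intensity B-score within 5 SD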
#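 System: CHO-K1 cells stably expressing KCNQ1 / Medium: assay buffer for compound exposure, DMSO matched across wells / Reagent: thallium- and potassium-containing depolarizing buffer / Compound: one concentration, matched DMSO / Incubation: 20 min compound pretreatment at room temperature / Measured by: kinetic FluxOR fluorescence, 10 s baseline plus 110 s post-stimulus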
# Platelet DG rel = platelet dense granule release activity | human platelet-rich plasma, SFLLRN dense granule ATP release, luminescence | inhibition, %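 (compounds screened at 7.5 µM in platelet-rich plasma)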 | hit rate 0.22% among 300,000 | AID 1663;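 active means mean replicate score, as percent of positive control, at or above 50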
# * hit, by the source's call; i = inactive; nt = not tested or not shown. This is a subset. The share of hits here may be higher or lower than overall.
SMILES,KCNQ1 inh,PolyA inh,KCNK3 inh,KCNK9 block,DYRK1A inh,TRPC4 potent,TRPC4 inh,hERG protect,TRPC4 agonist,KCNQ1 act,Platelet DG rel
Cc1cccc(C)c1N1C(=O)C(Cl)=C(N2CCCC2)C1=O,i,i,i,i,1,i,i,-6,i,i,-9
O=C(O)CC1Sc2nc3ccccc3n2C1=O (stereo unspecified),i,i,i,i,3,i,i,-1,i,i,-3
CSc1nccc(Oc2cccc(C#N)c2)n1,i,i,i,i,-1,i,i,-14,i,i,5
Cc1ccc2nc(SCC(=O)c3ccc4c(c3)OCO4)[nH]c2c1,i,i,i,i,4,i,i,-5,i,i,12
COc1ccc(CCCC(=O)N/N=C/c2ccc(C)cc2)cc1,i,i,i,i,-1,i,i,-3,i,i,-3
O=C(CN1CCOc2ccccc21)N1CCC(Cc2ccccc2)CC1,i,i,i,i,19,i,i,-12,i,i,-1
CCCCCc1c(C)nc(Nc2ccccc2)[nH]c1=O,i,i,i,i,3,i,i,-2,i,i,-1
O=C1C2C3C=CC(C3)C2C(=O)N1CCN1CCN(S(=O)(=O)/C=C/c2ccccc2)CC1 (stereo unspecified),i,i,i,i,0,i,i,-9,i,i,0
COc1ccc(C)cc1S(=O)(=O)N1CCN(C(=O)c2ncoc2-c2ccc(C)cc2)CC1,i,i,i,i,-1,i,i,-9,i,i,-12
CCOC(=O)C(NC(=O)c1ccccc1)=C1C=C(C)OC(C)=C1,i,i,i,i,11,i,i,-5,i,i,0
COc1cccc(NC(=O)Cn2c(SCC(=O)N3CCOCC3)nc3ccccc32)c1,i,i,i,i,8,i,i,-9,i,i,-6
COc1cc2c(cc1OC)-c1nnc(-c3cccs3)n1C(C)(C)C2,i,i,i,i,11,i,i,-23,i,i,1
Cc1c(Cl)cnc(NC(=O)COC(=O)c2cccc(S(=O)(=O)N3CCc4ccccc4C3)c2)c1Cl,i,i,i,i,-2,i,i,-12,i,i,-6
Cn1c(NCCCN2CCOCC2)nc2c1c(=O)n(Cc1ccc(Cl)cc1Cl)c(=O)n2C,i,i,i,i,5,i,i,-15,i,i,-2
COc1cc(S(=O)(=O)N2CCC(c3nc4ccccc4s3)CC2)ccc1S(=O)(=O)NC1CCCC1,i,i,i,i,nt,i,i,-4,i,i,3
Cc1cc([N+](=O)[O-])nn1CCC(=O)Nc1nccs1,i,i,i,i,-2,i,i,3,i,i,8
CC(=O)Nc1ccc(NC(=O)[C@@H](NC(=O)c2cccc(C)c2)C(C)C)cc1,i,i,i,i,22,i,i,-2,i,i,-3
N#CCc1ccc(Oc2ncccn2)cc1,i,i,i,i,1,i,i,-2,i,i,8
Cc1ccc(-c2csc(N3CCN(c4ccc5nc(-c6ccncc6)n(CCN6CCCCC6)c5c4)CC3)n2)cc1,i,i,i,i,6,i,i,-14,i,i,-1
CCOC(=O)C1(S(=O)(=O)c2ccc(Cl)cc2)CCN(Cc2ccccc2)CC1,i,i,i,i,3,i,i,-16,i,i,-3
CC(C)(C)OC(=O)NCCC(=O)N/N=C/c1ccc2nccnc2c1,i,i,i,i,12,i,i,-5,i,i,-1
COc1ccc(C(NC(=O)c2ccccc2F)NC(=O)c2ccccc2F)cc1,i,i,i,i,0,i,i,-6,i,i,-7
COc1ccc2c(c1)-c1c(sn(-c3ccc(OC)c(OC)c3)c1=S)C(C)(C)N2,i,i,i,i,-5,i,i,-4,i,i,-4
Cn1c(=O)[nH]c(=O)c2c1nc(N1CCOCC1)n2CCc1ccccc1,i,i,i,i,-3,i,i,-11,i,i,3
N#Cc1ccc(OCC(O)CN2CCN(c3ncc(C(F)(F)F)cc3Cl)CC2)cc1 (stereo unspecified),i,i,i,i,-3,25*,i,-11,i,i,-6

# More records follow.
SMILES,KCNQ1 inh,PolyA inh,KCNK3 inh,KCNK9 block,DYRK1A inh,TRPC4 potent,TRPC4 inh,hERG protect,TRPC4 agonist,KCNQ1 act,Platelet DG rel
Cc1cc(Cl)ccc1OCC(=O)NC(=S)Nc1ccccc1N1CCOCC1,i,i,i,i,-3,i,i,-9,i,i,6
COc1ccccc1-n1c(=S)[nH]c2c(sc(=S)n2-c2ccccc2)c1=O,i,i,i,i,nt,i,i,-15,i,i,14
CCN1CCN(C(=O)C2CCN(S(=O)(=O)c3ccc4c(c3)NC(=O)C(C)S4)CC2)CC1 (stereo unspecified),i,i,i,i,-2,i,i,-9,i,i,-15
Cc1cccc(N2CCN(C(=O)c3ccc4c(c3)NC(=O)C(CSCc3ccc(F)cc3)N4)CC2C)c1 (stereo unspecified),i,i,nt,i,nt,i,i,-9,i,i,-9
Cn1c(/C(C#N)=C2/CCCCCN2)nc2ccccc21,i,i,i,i,19,i,i,-11,i,i,-3
O=C(O)/C(=C\c1ccco1)NC(=O)c1ccco1,i,i,i,i,0,i,i,-3,i,i,0
CC(=O)N(c1ccccc1)c1nc(/C=C/C(=O)O)cs1,i,i,i,i,4,i,i,-17,i,i,3
CCOc1ccc(NC(=O)CSC2=NN3CCCC(=O)N=C3S2)cc1,i,i,i,i,nt,i,i,-4,i,i,-6
CC[N+](CC)(CCCCS(=O)(=O)[O-])CCNP1(=O)C=C(c2ccccc2)OC(c2ccccc2)=C1,i,i,i,i,nt,i,i,-1,i,i,-1
CCc1ccc(NC(=O)C2CCN(S(=O)(=O)c3cccs3)CC2)cc1,i,i,i,i,3,i,i,-13,i,i,0
COc1ccccc1/C=C/C=N/NC(=O)c1ccncc1,i,i,i,i,1,i,i,-10,i,i,6
COCCCNC(=O)c1ccc2c(=O)n(Cc3ccccc3OC)c(=S)[nH]c2c1,i,i,i,i,1,i,i,-4,i,i,-6
CCc1c(C)nc(N)n2c(SCC(=O)Nc3ccccc3OC)nnc12,i,nt,i,i,1,i,i,-8,i,i,-4
Cc1nn(-c2ccccc2)c2c1C(c1cccc([N+](=O)[O-])c1)N(c1ccccc1)C(=O)N2 (stereo unspecified),i,i,i,i,-3,i,i,-4,i,i,4
Cn1cccc1C(=O)OCc1cc(Cl)cc2c1OCOC2,i,i,i,i,0,i,i,-8,i,i,0
C=CCN1CC(C)/C(=N\O)CC1C (stereo unspecified),i,i,i,i,-2,i,i,-8,i,i,-5
CCOc1ncccc1C(=O)N1CCN(S(=O)(=O)c2ccc3ccccc3c2)CC1,i,i,i,i,-1,i,i,-12,i,i,11
O=C(CCl)NCCN1C(=O)S/C(=C\c2cccnc2)C1=O,i,i,i,i,2,i,i,-3,i,i,11
CCCCn1c(-c2csc3ccccc23)n[nH]c1=S,i,nt,i,i,10,i,i,-11,i,i,4
CC(C)C(=O)NCCc1nc(-c2ccc(Cl)cc2)no1,i,i,i,i,-11,i,i,-2,i,i,7
COc1ccc([C@@H]2CC(=O)c3c(O)cc(O[C@@H]4O[C@H](CO[C@@H]5O[C@@H](C)[C@H](O)[C@@H](O)[C@H]5O)[C@@H](O)[C@H](O)[C@H]4O)cc3O2)cc1O,i,i,i,i,4,i,i,-7,i,i,-2
Cc1sc2ncnc(N3CCC(C(=O)Nc4nnc(CC(C)C)s4)CC3)c2c1C,i,i,i,i,-1,i,i,-5,i,i,-2
O=C(Nc1nnc(COc2ccccc2F)s1)Nc1ccccc1F,i,i,i,i,-8,i,i,-3,i,i,-5
CS(=O)(=O)N1CCc2cc(NC(=O)c3ccc(Cl)cc3Cl)ccc21,i,i,i,i,2,i,i,-2,i,i,6
Cc1noc(C)c1C(=O)NCc1ccco1,i,i,i,i,-4,i,i,-10,i,i,-3

# Part of the list above with just Platelet DG rel, DYRK1A inh and TRPC4 potent.
structure | Platelet DG rel | DYRK1A inh | TRPC4 potent
Cc1cc(Cl)ccc1OCC(=O)NC(=S)Nc1ccccc1N1CCOCC1 | 6 | -3 | i
COc1ccccc1-n1c(=S)[nH]c2c(sc(=S)n2-c2ccccc2)c1=O | 14 | nt | i
C=CCN1CC(C)/C(=N\O)CC1C (stereo unspecified) | -5 | -2 | i

# More results follow:
SMILES,KCNQ1 inh,PolyA inh,KCNK3 inh,KCNK9 block,DYRK1A inh,TRPC4 potent,TRPC4 inh,hERG protect,TRPC4 agonist,KCNQ1 act,Platelet DG rel
CC(NS(=O)(=O)c1ccc([N+](=O)[O-])cc1)C(=O)NN (stereo unspecified),i,i,i,i,-1,i,i,1,i,i,5
COc1ccc(Nc2cc(C)nc3ncnn23)cc1Cl,i,i,i,i,4,i,i,-16,i,i,14
COc1ccc(C(=O)C2CCCN(C(=O)c3cccnc3OC)C2)cc1F (stereo unspecified),i,i,i,i,-6,i,i,-5,i,i,2
Cc1cc(NS(=O)(=O)c2ccc(NC(=O)Cc3cccs3)cc2)no1,i,i,i,i,13,i,i,-10,i,i,-16
CCOc1cc(/C=N/NC(=O)CN2CCCCC2)ccc1O,i,i,i,i,nt,i,i,-3,i,i,-1
COc1ccc(C2C(C(=O)c3ccc(C)o3)=C(O)C(=O)N2CC2CCCO2)cc1OC (stereo unspecified),i,i,i,i,-2,i,i,-3,i,i,-4
Oc1cccc2c(NC(=S)Nc3ccc(SC(F)F)cc3)cccc12,11*,i,i,i,6,i,i,-11,i,i,-1
COc1ccc(CCNC(=O)c2cccc3ccccc23)cc1OC,i,i,i,i,-3,i,i,-6,i,i,-4
Cc1cc(C)nc(SCc2ccc(C(=O)N/N=C/c3ccc(C(=O)O)cc3)cc2)n1,i,i,i,i,39,i,i,-16,i,i,-13
Cc1cc(C=C2C(=O)c3ccccc3C2=O)c(C)n1-c1cccc(C(=O)O)c1,i,i,i,i,21,i,i,-25,i,i,-3
CN1/C(=C/C=C(C#N)C#N)C(C)(C)c2ccccc21,25*,i,i,i,nt,i,i,-44,i,i,4
O=S(=O)(Cc1cc(-c2ccc(Cl)cc2)no1)c1ccccc1,i,i,i,i,2,i,i,-10,i,i,-5
Cc1ccc(C)c(NC(=O)c2sc(Cl)nc2-c2ccccc2)c1,i,i,i,i,2,i,i,-3,i,i,-5
CCN(CC)S(=O)(=O)c1ccc(C(=O)NC(C)(C)C)cc1,i,i,i,i,-3,i,i,-7,i,i,-1
N#Cc1cc(Sc2ccccn2)c([N+](=O)[O-])cc1C#N,i,i,i,i,10,i,i,-13,i,i,6
COc1ccc(CC(=O)OCC(=O)N2N=C(c3ccccc3)CC2c2ccc(OC)cc2)cc1 (stereo unspecified),i,i,i,i,-2,i,i,-6,i,i,-1
